Assay outcomes as filed in PubChem.
14-3-3 Bad inh – disrupts binding of bovine 14-3-3 zeta to phospho-Bad peptide; 220,000 tested, 0.71% active; P63103; TR-FRET 14-3-3zeta/Dy647-pBad peptide displacement, 1 h; inhibition, % at 21.7 µM; AID 781;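 active = inhibition above about 70%, limit read from the data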;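 note: 0% = full 14-3-3 plus peptide FRET controls and 100% = background without 14-3-3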
Mdm2 ligase inh – Mdm2 E3 ligase (human) inhibition; cell-based MDM2 ubiquitination luciferase reporter, 2 h; 0 = plate control, 100 = twice control, blank-subtracted; signal enhancement, % at 5 µM; Q00987; 210,000 tested, 0.11% active;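 active = signal enhancement of 30% or more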;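 note: luminescence tracks abundance of the self-degrading MDM2-luciferase fusion protein; higher signal means inhibition of MDM2 E3 ligase activity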
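Assay system: stable mammalian line carrying autodegrading MDM2–luciferase fusion reporter; amount: 2000 cells seeded into each well; buffer or medium: DMEM; benchmarks: plate control and blank wells; signal: luciferase luminescence; timing: 2 h compound exposure at 37 °C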
Wee1 stabilizer – inhibitors of human Wee1 degradation; HeLa Luc-Wee1K328M stability, luciferase luminescence; 100% = proteasome inhibitor MG132 effect; 220,000 tested, 1.2% active; reporter increase, % at 5 µM;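 active = activation above the mean of all tested compounds plus 3 SD, set per screening run, cut at about 8.8% in these data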;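 note: cells exposed to compound for 20 h before luminescence read; 0% = DMSO alone and 100% = MG132 at 30 µM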
Target sequence (P30291 whole entry K328M): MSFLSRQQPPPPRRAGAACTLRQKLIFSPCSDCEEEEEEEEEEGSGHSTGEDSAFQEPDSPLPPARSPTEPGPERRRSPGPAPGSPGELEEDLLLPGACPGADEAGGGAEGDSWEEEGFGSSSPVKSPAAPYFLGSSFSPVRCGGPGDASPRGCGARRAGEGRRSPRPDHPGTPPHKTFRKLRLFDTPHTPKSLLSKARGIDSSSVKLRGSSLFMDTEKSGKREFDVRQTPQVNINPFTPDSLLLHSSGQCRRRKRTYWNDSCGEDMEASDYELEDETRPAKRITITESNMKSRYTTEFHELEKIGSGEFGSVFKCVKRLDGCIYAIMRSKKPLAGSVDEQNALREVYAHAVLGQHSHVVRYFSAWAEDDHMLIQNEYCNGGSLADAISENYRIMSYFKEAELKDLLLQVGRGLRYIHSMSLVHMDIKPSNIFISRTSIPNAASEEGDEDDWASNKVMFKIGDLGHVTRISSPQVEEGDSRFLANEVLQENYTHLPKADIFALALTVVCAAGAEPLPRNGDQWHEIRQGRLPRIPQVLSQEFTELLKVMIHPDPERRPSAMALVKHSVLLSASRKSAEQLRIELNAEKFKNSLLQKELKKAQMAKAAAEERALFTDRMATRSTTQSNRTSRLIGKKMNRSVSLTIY
eIF4E 4G PPI – eIF4E/eIF4G interaction inhibition in translation initiation | inhibition, % at 21.7 µM | TR-FRET eIF4E-eIF4GI(517-606) binding, 2 h | 220,000 tested, 0.37% active | P63073+Q04637;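 active = inhibition above about 30%, limit read from the data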;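 note: 0% = full FRET control wells and 100% = background wells lacking eIF4GI fragment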
Rad51 HR inh – Rad51 (human) homologous recombination inhibition. Q06609. hRad51 DNA strand exchange, fluorescence dequenching. inhibition, % at 10 µM. 200,000 tested, 0.085% active;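 active = inhibition above 40% at the single screening dose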;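 note: 0% = DMSO control wells and 100% = blanks with heterologous ssDNA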
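Material: Human Rad51 nucleoprotein filaments preassembled on unlabelled ssDNA | Also added: Labelled 47-mer dsDNA for strand exchange | Dosing: Single dose, 10 µM final compound | Schedule: 30-min compound preincubation and 15-min exchange, both room temperature | Technique: Fluorescence dequenching at 485/520 nm | Measure: Percent inhibition relative to plate controls and blanks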
p97 ATPase inh – human p97 ATPase inhibition. P55072. 220,000 tested, 0.42% active. AID 1481. inhibition, % at 8 µM. recombinant p97 ATPase, Kinase-Glo ATP luminescence, 3 h; in the data active = inhibition above about 15%;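 note: 0% = DMSO vehicle and 100% = wells lacking enzyme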
KLK5 inh – blocks human kallikrein 5 protease activity; recombinant hK5, fluorogenic AMC substrate cleavage; inhibition, % at 5 µM; 210,000 tested, 0.59% active; AID 873;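 active = inhibition of 40% or more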;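 note: 0% = enzyme controls without compound and 100% = no-enzyme blanks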
Target sequence (Q9Y337 67-293 limits assumed): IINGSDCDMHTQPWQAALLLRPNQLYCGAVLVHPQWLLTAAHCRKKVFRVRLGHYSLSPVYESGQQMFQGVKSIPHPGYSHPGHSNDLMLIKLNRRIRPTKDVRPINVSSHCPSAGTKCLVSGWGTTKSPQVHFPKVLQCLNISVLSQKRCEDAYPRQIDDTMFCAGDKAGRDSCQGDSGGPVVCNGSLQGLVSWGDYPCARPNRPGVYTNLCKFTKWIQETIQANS
FXIIa inh 1536 – inhibitors of human coagulation factor XIIa; AID 800; inhibition, % at 5 µM; 220,000 tested, 0.3% active; purified FXIIa, Boc-QGR-AMC fluorogenic substrate, 2 h; P00748; in the data active = inhibition above about 40%;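 note: 0% = enzyme with no compound and 100% = blank without enzyme; many of its hits are not listed in these tables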
FXIa inh – blocks human coagulation factor XIa protease activity. P03951. purified FXIa, Boc-Glu-Ala-Arg-AMC fluorogenic substrate. inhibition, % at 5 µM. 220,000 tested, 0.14% active;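 active = inhibition of at least 40%; inactive = inhibition below 40%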;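 note: fluorescence of freed AMC excited at 355 nm; 0% = enzyme without compound and 100% = no enzyme blank; many of its hits are not listed in these tables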
Numbers without * were called inactive; / = no result given; [ ] = another dose, or the depositor's remark.

SMILES	14-3-3 Bad inh	Mdm2 ligase inh	Wee1 stabilizer	eIF4E 4G PPI	Rad51 HR inh	p97 ATPase inh	KLK5 inh	FXIIa inh 1536	FXIa inh
CCOC(=O)CC1C(=O)NCCN1C(=O)NC1CCCCC1 (configuration not stated)	5	-12	4	-5	5	-4	-4	7	-1
Cc1ccc(C)c(-n2cc(-c3ccc(Cl)cc3)nc2SCC(=O)NC2CCS(=O)(=O)C2)c1 (configuration not stated)	7[fluorescence artefact?]	-9	0	-3	-1	3	10	9	16
CCCCN1C2=NCCCN2c2cc(C)c(C)cc21	-4	12	1	-6	/	-7	-15	22	5
Cc1noc(C)c1COC(=O)c1ccc2c(c1)OCO2	6	7	2	-9	2	-4	-7	19	1
Brc1ccc(C2=Nc3ccccc3C(c3ccncc3)=NN2)cc1	10	-7	-1	-1	5	4	-2	-2	-6
CCOC(=O)C(C)Sc1nc(=O)n2cccc(C)c2n1 (configuration not stated)	5	-3	-2	7	21	-2	6	9	7
C=CCC(O)c1c(-c2ccccc2)nn(C)c1Cl (configuration not stated)	11	-14	3	2	-1	-4	5	11	-1
CCOC(=O)c1oc2c(CN3CCN(CCO)CC3)c(O)c(CC)cc2c(=O)c1-c1nc2ccccc2s1	-3	-11	1	-1	/	0	/	8	3
O=[N+]([O-])c1cc(Cl)ccc1N1CCN(c2ccccc2O)CC1	-8	0	0	-1	35	-2	-9	1	-5
COc1ccc(-n2cnnc2SCC(=O)N(C)C2CCS(=O)(=O)C2)cc1 (configuration not stated)	-4[fluorescence artefact?]	-7	-2	0	0	1	-19	2	3
O=C(CS(=O)(=O)c1cccc(Cl)c1)Nc1ccccc1Cl	-1	0	-3	3	0	5	2	2	-8
C/C=C(\C)C(=O)NCCN1C2=NC[C@H](C(C)C)N2C[C@@H]1Cc1ccc(OC)cc1	-14	/	-1	-1	13	-1	-2	4	0
CC(C)CCN1CCN(C2CCN(c3ccccc3)CC2)CC1CCO (configuration not stated)	-16	-5	5	-2	4	4	2	7	-1
COC(=O)C1=C(C)N(CCCC(=O)O)C(=O)NC1c1cc2c(cc1[N+](=O)[O-])OCO2 (configuration not stated)	21[fluorescence artefact?]	/	0	1	-26	0	11	12	3
CC(C)c1nnc(NC(=O)CCCCCN2C(=O)C3C4C=CC(C4)C3C2=O)s1 (configuration not stated)	6	3	-1	2	-6	-8	-15	7	-1
CC1CCCN(S(=O)(=O)c2ccc(NC(=O)CN3CCN(C)CC3)cc2)C1 (configuration not stated)	55[fluorescence artefact?]	-10	0	-1	1	5	-26	2	2
CCC(=O)Nc1ccc(OC)cc1OC	1	-19	-1	-13	3	2	-6	21	8
CN(C(=O)COC(=O)CNC(=O)C12CC3CC(CC(C3)C1)C2)C1CCS(=O)(=O)C1 (configuration not stated)	-9	3	0	1	-1	-4	-21	3	-1
O=C(CCN1C(=O)c2ccccc2C1=O)Nc1ccc(F)cc1F	-7	-11	1	8	-7	2	-18	-4	9
COC(=O)c1scc(C)c1-n1ccc(C(=O)C(=O)N(C)C)c1	-9	-10	-2	6	16	5	-9	2	-4
COc1ccc(CCNC(=O)c2ccc(-c3cccc([N+](=O)[O-])c3)o2)cc1OC	3	1	5	-3	7	1	-18	4	-3
CCCC(c1nnnn1Cc1ccc(F)cc1)N1CCN(C2CCCCC2)CC1 (configuration not stated)	75*	-10	5	-13	15	-1	-20	16	0
CC(C)CCNC(=O)COc1ccc(N(C)S(=O)(=O)c2ccc(F)cc2)cc1	3	/	7	3	/	-2	/	6	3
COc1ccc(/C(C)=N/OC/C(O)=C(\C#N)c2nc3ccccc3[nH]2)cc1	-4[fluorescence artefact?]	-22	2	3	-13	-6	-1	7	9
CS(=O)(=O)Nc1nnc(SCC(=O)N(c2ccccc2)c2ccccc2)s1	10[fluorescence artefact?]	-6	1	3	4	2	-4	20	19

A draw from above in order of SMILES length, high to low:
SMILES	14-3-3 Bad inh	Mdm2 ligase inh	Wee1 stabilizer	eIF4E 4G PPI	Rad51 HR inh	p97 ATPase inh	KLK5 inh	FXIIa inh 1536	FXIa inh
CCOC(=O)c1oc2c(CN3CCN(CCO)CC3)c(O)c(CC)cc2c(=O)c1-c1nc2ccccc2s1	-3	-11	1	-1	/	0	/	8	3
COC(=O)C1=C(C)N(CCCC(=O)O)C(=O)NC1c1cc2c(cc1[N+](=O)[O-])OCO2 (configuration not stated)	21[fluorescence artefact?]	/	0	1	-26	0	11	12	3
CN(C(=O)COC(=O)CNC(=O)C12CC3CC(CC(C3)C1)C2)C1CCS(=O)(=O)C1 (configuration not stated)	-9	3	0	1	-1	-4	-21	3	-1
CC1CCCN(S(=O)(=O)c2ccc(NC(=O)CN3CCN(C)CC3)cc2)C1 (configuration not stated)	55[fluorescence artefact?]	-10	0	-1	1	5	-26	2	2
O=[N+]([O-])c1cc(Cl)ccc1N1CCN(c2ccccc2O)CC1	-8	0	0	-1	35	-2	-9	1	-5
Brc1ccc(C2=Nc3ccccc3C(c3ccncc3)=NN2)cc1	10	-7	-1	-1	5	4	-2	-2	-6
O=C(CS(=O)(=O)c1cccc(Cl)c1)Nc1ccccc1Cl	-1	0	-3	3	0	5	2	2	-8
CCOC(=O)CC1C(=O)NCCN1C(=O)NC1CCCCC1 (configuration not stated)	5	-12	4	-5	5	-4	-4	7	-1
CCOC(=O)C(C)Sc1nc(=O)n2cccc(C)c2n1 (configuration not stated)	5	-3	-2	7	21	-2	6	9	7
CCCCN1C2=NCCCN2c2cc(C)c(C)cc21	-4	12	1	-6	/	-7	-15	22	5
CCC(=O)Nc1ccc(OC)cc1OC	1	-19	-1	-13	3	2	-6	21	8

The results go on.
SMILES	14-3-3 Bad inh	Mdm2 ligase inh	Wee1 stabilizer	eIF4E 4G PPI	Rad51 HR inh	p97 ATPase inh	KLK5 inh	FXIIa inh 1536	FXIa inh
Cc1cccc(OCCSc2cc(C)nc(N)n2)c1	-2[fluorescence artefact?]	-3	0	1	1	0	2	-3	8
NC(=O)[C@H]1CC2(CC(c3cccc(NC(=O)[C@H]4CCC(=O)N4)c3)=NO2)CN1C(=O)c1cc([N+](=O)[O-])cc([N+](=O)[O-])c1 (some centres not stated)	0	26	/	4	-1	/	2	5	1
CCOC(=O)Nc1ccc2nc(Sc3ccc(Cl)cc3)sc2c1	-7	/	4	-2	17	-3	-2	5	-2
CN(Cc1ccccc1)C(=O)c1ccccc1NC(=O)c1ccccc1	11	-17	-2	-4	4	4	0	14	7
COc1cc2c(cc1OC)C(c1cc(OC)c(OC)c(OC)c1)NCC2 (configuration not stated)	1	/	-1	4	-8	-2	8	7	3
Cc1ccnc(NC(=O)/C=C/c2ccccc2Cl)c1	-1	-60	1	3	6	-2	-6	1	-7
O=C(COC(=O)c1ccccc1C(=O)c1ccccc1)Nc1ccc(SC(F)F)cc1	6	9	0	15[fluorescence artefact?]	5	0	-12	8	4
Cc1ccc(-n2ncc3c(=O)[nH]c(SCC(=O)N4CCCCC4)nc32)cc1	1	-17	-3	-4	1	2	-1	11	-2
Cc1cnc(C(=O)N2CCN(c3ccc(C(F)(F)F)cn3)CC2)cn1	1	0	4	5	5	-8	-4	6	0
CSCCC(NC(=O)c1ccc(Cl)cc1)C(=O)O (configuration not stated)	-2	/	0	-7	/	1	/	7	2
Cc1c(NC(=O)c2c(NC(=O)CNC3CC3)sc3c2CCCC3)c(=O)n(-c2ccccc2)n1C	18[fluorescence artefact?]	-18	-1	0[fluorescence artefact?]	-6	5	-8	12	5
O=C(Nc1ccc(NC(=O)c2cccs2)cn1)c1ccccc1	-12	-13	0	-1	7	-2	-1	8	-3
O=C1C2C3c4ccccc4C(c4ccccc43)[C@@H]2c2nc3ccccc3n21 (some centres not stated)	-4	-22	-1	-3	/	-1	7	11	-5
O=C(CCNc1cccc(Cl)c1)c1ccco1	6	9	1	-4	-7	4	1	8	10
Cc1ccc(N2CCN(C3=NC(=O)/C(=C\c4cccs4)S3)CC2)cc1	-3[fluorescence artefact?]	3	-2	-13[fluorescence artefact?]	/	0	-4	8	-3
O=C(CNc1ccc2ccccc2c1)N/N=C/c1ccccn1	-12	-10	-1	-1	-16	-4	8	3	0
COc1ccccc1NC(=O)Nc1nn(C)c2cccc(OC)c12	3	-3	-2	-2	-1	-1	0	4	-3
COC(=O)c1cc(=O)n(CCc2ccc(OC)cc2)c(=Nc2ccc(F)c(Cl)c2)s1	-4	-5	0	-1	5	-5	-9	12	4
CCn1c(-c2ccc(OC)c(OC)c2)n[nH]c1=S	-8[fluorescence artefact?]	-15	-1	-4[fluorescence artefact?]	8	5	-12	9	0
COCCn1c(-c2cccs2)csc1=Nc1cccnc1	22	-11	0	4	10	6	-5	1	-5
CCCOc1ccc(C(=O)N2CC3(CC(c4cccc(NC(=O)[C@@H]5CCC(=O)N5)c4)=NO3)C[C@H]2C(=O)NC2(C(N)=O)CC2)cc1 (some centres not stated)	1	1	0	-11	-7	3	-22	16	0
